# C8 TRAIL sens – viability loss with TRAIL in NB7+C8 cells, primary screen, TRAIL sensitizer project, cell-based, ATPlite luminescence. inhibition (viability loss, TRAIL sensitization), % at 10 µM. 360,000 compounds, 1% hits;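 active = compounds causing at least 50% loss of cell viability in the single-dose screen, relative to plate controls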
# MITF TRPM1 inh – inhibitors of MITF-dependent TRPM1 promoter reporter, primary screen, cell-based, SK-MEL-5, single point, luciferase | SK-MEL-5 TRPM1 promoter luciferase, 24 h | inhibition, % at 12.5 µM | 330,000 compounds, 0.83% hits;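 active = mean inhibition across replicates of 60% or more, whatever share of single replicates reaches that level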; note: values of inactives mirror those of a sister screen read the other way
# TWEAK-Fn14 inh – inhibitors of TWEAK-Fn14 signaling, primary screen, luciferase reporter cells, uHTS; TWEAK-stimulated Fn14 reporter cells, luciferase luminescence, 8 h; inhibition, % at 10 µM; 360,000 compounds, 2% hits; AID 1159606, 2016; in the data active = inhibition above about 50%
# Peg3 promoter – Peg3 promoter-driven luciferase inhibitors, primary screen, cell-based, HeLa, luciferase luminescence; 360,000 compounds, 1.7% hits; HeLa PEG-Prom luciferase reporter, overnight; inhibition, % at 20 µM;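 active = inhibition of at least 50% at 20 µM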
# HIF-2a inh – HIF-2a reporter inhibitors, primary screen, luminescence, 786-0 RCC cells; 786-0 RCC cells HIF-2a reporter, luciferase luminescence, overnight; inhibition, % at 18.8 µM; 360,000 compounds, 0.72% hits;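 active = inhibition of the luminescence signal of 40% or more relative to plate controls, in a single-dose primary screen at 18.75 µM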
# TROY signal inh – inhibitors of TROY-driven NF-kB signaling, primary screen, Q293 LMP1-TROYcd cells, NF-kB luciferase, uHTS. 360,000 compounds, 0.98% hits. Q293 LMP1-TROYcd NF-kB luciferase reporter, 4 h. AID 1347056, 2019. inhibition, % at 10 µM;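 active = compounds whose plate-normalised and pattern-corrected inhibition of the luciferase reporter signal at the single screening dose is 50% or more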
# Shn3 3UTR inh – reduction of Shn3 3'UTR firefly luciferase signal, primary screen, Schnurri-3 inhibitor project, cell-based, Clone20 osteoblasts, set 2; inhibition, % at 12.5 µM; 360,000 compounds, 0.52% hits; Clone20 osteoblast Shn3 3'UTR firefly luciferase, 24 h; AID 588674, 2011;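 active = mean inhibition of at least 75% with every replicate also reaching 75%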;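 note: 0% = median of neutral control wells and 100% = pilot-screen positive control compound; some compounds past the cut are filed as inactive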
# NR2E3 ag-1 – NR2E3 agonists in two-hybrid cells, primary screen, cell-based, luminescence, CHO-S, Gal4-NCOR/VP16-NR2E3 | Photoreceptor-specific nuclear receptor (Homo sapiens), Q9Y5X4 | luciferase | inhibition of corepressor binding, % at 3.98 µM | 360,000 compounds, 0.35% hits | AID 602229, 2012;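 active = inhibition above the mean of all tested compounds plus 3 SD, cut at about 70% in these data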;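 note: 0% = DMSO with NR2E3 transfected cells and 100% = cells lacking NR2E3 construct; higher means lower luciferase signal from less NR2E3 corepressor binding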
# Target sequence (Q9Y5X4 whole entry, looked up, the tested form may be a part): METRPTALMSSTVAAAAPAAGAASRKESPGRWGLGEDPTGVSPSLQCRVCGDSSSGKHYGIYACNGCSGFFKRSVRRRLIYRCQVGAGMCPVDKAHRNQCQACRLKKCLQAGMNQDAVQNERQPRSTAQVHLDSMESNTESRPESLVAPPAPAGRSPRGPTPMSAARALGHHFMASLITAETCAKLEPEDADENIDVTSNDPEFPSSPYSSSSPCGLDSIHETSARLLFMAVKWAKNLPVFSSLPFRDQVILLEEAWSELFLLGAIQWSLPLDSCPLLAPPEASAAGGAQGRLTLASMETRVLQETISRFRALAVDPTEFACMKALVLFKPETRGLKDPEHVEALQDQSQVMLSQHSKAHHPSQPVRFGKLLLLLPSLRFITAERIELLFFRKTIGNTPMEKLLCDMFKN
# CF NFkB block – inhibitors of PAF-induced NF-kB signaling, primary screen, cell-based, GFP fluorescence, uHTS; KKLEB NF-kB-GFP reporter, GFP fluorescence overnight; inhibition, % at 5 µM; 360,000 compounds, 0.86% hits;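 active = at least 50% inhibition at 5 µM, scaled per plate between neutral and stimulator controls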;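 note: PAF is a Pseudomonas aeruginosa culture filtrate used as stimulus; plate controls were PAF-stimulated DMSO wells for no effect and unstimulated DMSO wells for full effect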
# KKLEB tox – cytotoxicity in KKLEB CF airway cells, primary screen, cytotoxicity control for CF NF-kB inhibitor project, cell-based, uHTS, fluorescence assay plates; KKLEB CF airway cells viability, ATPlite luminescence, overnight; stronger effect = lower value; cells stimulated with P. aeruginosa culture filtrate; activity change (cytotoxicity), % at 5 µM; 360,000 compounds, 0.36% hits; AID 602141, 2011;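 active = corrected activity change at or below -50% at 5 µM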
# NR2E3 ag-2 – inhibitors of NR2E3-RetCOR corepressor binding, primary screen, NR2E3 agonist project, biochemical, TR-FRET, GST-NR2E3, biotin-RetCOR. Photoreceptor-specific nuclear receptor (Homo sapiens), Q9Y5X4. 1536-well. inhibition of corepressor binding, % at 4.78 µM. 320,000 compounds, 0.12% hits. AID 2300, 2010;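 active = percent inhibition above the cutoff of mean plus 3 SD of all tested compounds, set per screening campaign, cut at about 20% in these data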;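 note: 0% = DMSO wells and 100% = biotin wells as full block of FRET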
#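 Material: NR2E3–RetCOR corepressor complex / Incubation: Compound–protein incubation for 5 h at 4 °C / Dosing: compound at 4.8 µM, single dose / Detection: time-resolved FRET / Benchmarks: high control biotin, low control 0.6% DMSO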
# Starred values were filed as active, the others as inactive; nt = no result given. Only part of the results is shown; count on the stated rates, not on these rows.
# Results follow in this order: C8 TRAIL sens, MITF TRPM1 inh, TWEAK-Fn14 inh, Peg3 promoter, HIF-2a inh, TROY signal inh, Shn3 3UTR inh, NR2E3 ag-1, CF NFkB block, KKLEB tox, NR2E3 ag-2
O=C(Nc1ccc(N2CCN(C(=O)c3cccs3)CC2)cc1)c1cccc(F)c1
    15, -7, -25, -18, -64, 6, 19, -33, -2, -10, 4
Cc1ccc(SSc2cc(C)ccc2N)c(N)c1
    -1, -34, 58*, -184, -179, 43, -108, -32, -13, -19, -6
Cc1cccc(NS(=O)(=O)c2ccc3c(c2)NC(=O)CC(=O)N3)c1
    -2, -10, 5, 2, 8, -2, -11, 13, -2, 3, 3
COc1ccc(C2C(C(=O)NCc3ccccn3)c3cc(OC)c(OC)cc3C(=O)N2C)cc1 (stereo not drawn)
    0, -3, 8, -11, 4, 6, 0, -13, -2, -3, 2
Cc1[nH]c2ccccc2c1/C=N\NC(=O)CNc1ccc2c(c1)OCO2
    1, 11, 3, -26, -12, -22, -11, 2, 13, 5, 0
O=C(CSc1ncc(-c2ccccc2)n1C1CCCC1)N1CCc2ccccc21
    7, 14, 10, -6, -47, -3, 2, -11, -1, 7, 0
O=C(CN1CCN(C2CCCCC2)CC1)c1c[nH]c2ccccc12
    -4, 2, -5, 22, 14, 8, 7, -13, -3, 3, -1
CCOC(=O)C(=O)N(CC)C1CCS(=O)(=O)C1 (stereo not drawn)
    -3, 16, -8, 11, 8, -10, -5, -18, -1, 6, 3
COc1ccccc1-c1coc2c(CN3CCN(C)CC3)c(O)ccc2c1=O
    3, 12, 3, 6, 9, -8, -2, -2, -8, 4, 1
COc1ccc(NC(=O)CSc2nnc(C)n2C2CCCCC2)cc1
    10, -2, -8, 3, 9, -1, 18, -35, -7, -1, 4
O=C(COc1coc(CN2CCCc3ccccc32)cc1=O)Nc1ccc([N+](=O)[O-])cc1
    31, 15, -21, -2, -9, -22, 18, 1, -28, 6, -2
CCn1ccc(C(=O)Nc2ccc3c(c2)CCC3)n1
    26, -10, 44, -175, -96, -7, -95, -153, -66, 16, -6
Cc1cc(N2CCCC2)c(C)cc1C=O
    -7, -11, -9, -13, 5, -17, 10, -6, 1, 9, 0
Cc1c(OC(C(=O)O)c2ccccc2)ccc2c3c(c(=O)oc12)CCC3 (stereo not drawn)
    11, 3, 0, 11, 7, 4, -6, -2, 9, 12, nt
O=C(c1ccccc1)N1CCCCC(Sc2nnc3ccccn23)C1=O (stereo not drawn)
    17, 2, 12, 8, -6, 14, -8, -5, -8, 13, 2
CC(C)(C)NC(=O)NC(=O)COC(=O)COc1ccc(Cl)cc1Cl
    -3, 2, -4, 8, 20, 17, 23, 15, 2, -1, 0
COC(=O)c1cn(NC(=O)c2ccc(OC)c([N+](=O)[O-])c2)c(=O)c2ccccc12
    -21, 7, -16, 22, 3, -3, 5, -5, -10, -4, 2
CCc1c(C)nc2ncnn2c1N1CCC(C(=O)NCc2cccc(OC)c2)CC1
    18, 14, 10, 15, -7, 9, 38, -18, 6, -18, -1
CCc1nnc(NS(=O)(=O)c2ccc(Nc3ccc([N+](=O)[O-])c4nonc34)cc2)s1
    9, 3, 3, 7, 20, 8, -11, 9, 6, -10, 2
O=C(Nc1cnc2sccn2c1=O)c1ccccc1Cl
    -25, -29, 27, -187, -210, -27, -45, -93, -15, 2, -1

# An excerpt from above with just TWEAK-Fn14 inh and MITF TRPM1 inh.
Compound | TWEAK-Fn14 inh | MITF TRPM1 inh
CCc1c(C)nc2ncnn2c1N1CCC(C(=O)NCc2cccc(OC)c2)CC1 | 10 | 14
CCc1nnc(NS(=O)(=O)c2ccc(Nc3ccc([N+](=O)[O-])c4nonc34)cc2)s1 | 3 | 3

# More records
# Results follow in this order: C8 TRAIL sens, MITF TRPM1 inh, TWEAK-Fn14 inh, Peg3 promoter, HIF-2a inh, TROY signal inh, Shn3 3UTR inh, NR2E3 ag-1, CF NFkB block, KKLEB tox, NR2E3 ag-2
CCOc1ccc(NC(=O)CN(C)C(=O)c2cc(C)on2)cc1OCC
    -11, -7, 7, 14, -6, 14, -8, -21, 12, -5, 1
NC(=O)CC(NC(=O)Cc1ccc(Br)cc1)c1ccc(NCCc2ccccc2F)c([N+](=O)[O-])c1 (stereo not drawn)
    4, -12, -8, 33, 1, -8, 9, -5, -39, 2, 4
O=S(=O)(CCc1nc2ccccc2o1)c1ccc(Cl)cc1
    -4, 6, -3, 5, 12, -1, -2, -4, 3, 5, 2
CC(=O)Nc1ccc(NC(=O)c2ccccc2S(=O)(=O)c2ccccc2[N+](=O)[O-])cc1
    8, -8, 0, 9, 15, 19, -18, 1, 8, 11, 3
Cc1ccc(OCc2nnc(SC(C)C(=O)O)n2Cc2ccccc2)cc1 (stereo not drawn)
    1, -2, 0, -1, 13, 9, -17, 7, 0, 7, 1
O=C1CSC(=S)N1Cc1cccs1
    -13, 15, 6, 30, 4, 5, 0, -2, -4, -5, nt
COc1ccc(CNC(=O)CSc2nnc(NC(=O)C3CC3)s2)cc1
    -17, nt, -4, 24, 11, -6, -6, -4, 3, 0, 3
CCOC(=O)[C@]12CCCC=C1N(Cc1ccc(Cl)cc1Cl)C(=O)[C@H](CC(=O)N1CCN(C(=O)C3CC3)CC1)C2
    21, nt, 5, nt, 2, 9, nt, 11, nt, nt, nt
COc1ccc(CO[C@@H]2O[C@H](CO)[C@@H](O)[C@H](O)[C@H]2NC(C)=O)cc1OC
    -16, -6, 16, 10, 18, 5, 10, -17, -1, -5, nt
CN(CC1CCCO1)S(=O)(=O)c1ccc(C(=O)Nc2ccc([N+](=O)[O-])cc2)cc1 (stereo not drawn)
    19, 16, 4, 17, 6, 15, 40, 2, -28, 2, -2
CNC(=O)c1cc2ncc(C(F)(F)F)cc2s1
    -7, 4, 5, -63, -69, -17, -13, -5, 20, 3, -1
CC1CCCC(NS(=O)(=O)c2cccc3nsnc23)C1C (stereo not drawn)
    -16, -10, -27, 12, 5, 9, 11, -12, 8, -9, 2
CCC(=O)N(CCc1ccccc1)Cc1cc2cccc(C)c2[nH]c1=O
    -13, -2, 6, 25, 17, 9, 0, -19, 17, 12, 2
Cc1c(C(=O)N2CCN(CCc3ccccn3)CC2)oc2ccc(Cl)cc12
    -1, -2, -9, 17, 2, -10, -6, 10, -20, 8, 3
CCCS(=O)(=O)NC(=O)C1(C)CCCN(C(=O)c2cncc(Br)c2)C1 (stereo not drawn)
    -7, nt, 16, 4, 5, 5, 13, -9, 5, 3, nt
C/C(=N\NC(=S)Nc1ccc(C)cc1)c1cccc(N)c1
    -3, -16, -13, -80, -69, -33, 5, -12, 8, 1, 2
Cn1nnnc1SCC(=O)NCCc1ccc(Cl)cc1
    -6, -6, -16, -1, 12, -4, 5, -5, 1, -6, 1
COc1ccccc1N(C(=O)c1snc(C(N)=O)c1N)C(C(=O)NCc1ccccc1)c1ccc(O)cc1 (stereo not drawn)
    -10, -4, 45, 15, 34, -3, -15, -8, 1, 2, nt
O=C(COC(=O)c1ccc(F)c([N+](=O)[O-])c1)NC(=O)NCc1ccccc1
    21, 70*, 23, 97*, 33, -7, 5, 3, 21, -1, nt
CC(OC(=O)C1=COCCO1)C(=O)NC1CCCC(C)C1C (stereo not drawn)
    12, nt, -1, 3, 15, 5, 11, -2, 10, -11, nt
NC(=O)NC(=O)COC(=O)CCCSc1nc2ccccc2s1
    0, 17, 61*, 18, 71*, 39, 17, 22, 2, 3, -4
COc1ccc(-c2cnc(SCCNC(=O)c3ccc4c(c3)OCO4)[nH]2)cc1
    0, 7, -24, -20, -1, -8, -17, -10, -2, 5, -3
O=C(NCc1cccnc1)c1ccc(Br)o1
    -15, -1, 4, 4, 2, -9, 0, -1, 1, 0, -2
C[C@H](CO)N1C[C@H](C)[C@H](CN(C)S(=O)(=O)c2ccccc2)OCc2cnnn2CCCC1=O
    1, nt, 19, -21, 2, -2, -66, -5, 9, -5, nt
C[C@H](NC(=O)c1ncn2c1C(=O)N[C@@H](C)C2)C(=O)OC(C)(C)C
    0, nt, -1, -15, -1, 7, -1, -14, 0, -17, nt
CCN(c1ccccc1)S(=O)(=O)c1ccc(Cl)c(C(=O)N2CCCC2)c1
    -14, 11, -7, 0, 2, 3, 3, -27, 3, 8, 1
O=C(COc1ccccc1)N(Cc1nnc(-c2ccccc2Cl)o1)C1CC1
    17, 2, 2, 2, 3, 0, -3, 5, 15, 8, -1
COc1ccc(C2N=C(Nc3ccc(C)cc3)Nc3nc(C)cc(=O)n32)cc1 (stereo not drawn)
    9, 3, -4, 3, 3, -2, 5, -14, 6, -3, 2
CCOc1ccc(S(=O)(=O)N2CCC(C(=O)NCc3cccnc3)CC2)cc1C
    -6, 21, 13, 12, 7, 2, 67, 34, -13, 6, -5
O=C(CCCN1C(=O)c2ccccc2C1=O)N1CCC(c2ccccc2)C1 (stereo not drawn)
    13, -3, -37, 7, 14, -23, -3, -24, -11, -2, -4
O=[N+]([O-])c1ccc(/C=N/Nc2nc(-c3ccccc3)c3cc(Br)ccc3n2)o1
    8, 8, 35, 62*, 5, -20, 13, -9, -22, 3, -3
Cn1c(COc2ccccc2)nnc1SCC(=O)Nc1ccc(N2CCOCC2)cc1
    10, -10, -6, -111, -5, -5, -4, -24, -11, 6, 3
CCOc1ccc(CCNC(=O)CSc2cc(=O)n(C)c3cc(Cl)ccc23)cc1OCC
    -1, -1, -27, -3, 10, 6, -14, -5, -7, 8, 0
CCn1cc(/C=C(\NC(=O)c2ccccc2OC)C(=O)NCCCn2ccnc2)c2ccccc21
    5, 18, 0, 1, 3, 4, -1, -28, -11, 2, 0
O=c1c2ccccc2nc2ccccn12
    9, -41, 5, -100, -125, -23, -24, -40, -12, -8, 0
COc1ccc(C=NN=C2c3ccccc3-c3ccccc32)cc1O
    11, -22, 0, -32, -56, -30, 3, -22, -5, -6, nt
CCOC(=O)c1ccccc1NC1c2ccccc2C(=O)N1c1cc(C)ccn1 (stereo not drawn)
    10, nt, 6, 32, 3, -53, 32, 9, 11, -9, 1
COc1cccc(OCC(=O)NNC(=S)Nc2ccc(Cl)cc2Cl)c1
    -2, -3, 4, 9, 16, 29, 18, -3, 0, -1, 0
Cc1cccc(CSCCNC(=O)CCSc2ccccc2)c1
    3, 8, -35, -7, 3, -21, -2, -11, -6, -3, 1
Cc1ccsc1C(=O)OCC(=O)NCCc1ccccc1
    -11, -56, -22, -156, -55, -56, -67, -10, -4, 6, nt
Cc1cc(O)c(C2(O)C(=O)Nc3ccccc32)cc1C (stereo not drawn)
    -22, 10, -3, -4, 20, -4, 0, 6, 5, 4, 0

# Assay outcomes as filed in PubChem BioAssay.
